# Screening data from PubChem BioAssay.
# LGR2 antag: inhibitors of bursicon-induced Drosophila LGR2 receptor cAMP signaling; 380,000 compounds, 0.35% hits; inhibition, % at 9.99 µM; AID 720647; HEK293 LGR2, CRE-luciferase, bursicon-stimulated, 4 h;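 active means drop in luminescence signal, shown as inhibition above about 50% in the replicate tests, limit read from the data, passing the limit was not always enough; inconclusive means probably only some replicates passing the limit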;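 further: agonist challenge used bursicon conditioned medium at about half maximal strength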
# EWS-Fli inh: inhibitors of EWS/Fli oncoprotein transcriptional activity. A673 NR0B1-luciferase reporter, viability-normalised. inhibition, % at 12.6 µM. 350,000 compounds, 0.67% hits. AID 651661;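 active means mean inhibition of at least 50% after viability correction, with every replicate also passing that limit; inconclusive means mean reaches 50% but only one of two replicates passes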;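 further: firefly luciferase signal divided by Alamar Blue viability fluorescence both relative to DMSO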
# ARNT TACC3 PPI: disrupts binding between human ARNT and TACC3; Q9Y6A5; AlphaScreen His-ARNT PAS-B/GST-TACC3 binding, luminescence; TACC3 fragment carries E629A point mutation; inhibition, % at 9.99 µM; 390,000 compounds, 0.66% hits; AID 623870;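 active means mean inhibition of replicates at least 50% and at least half of replicates each reaching 50%; inconclusive means half or more replicates reach 50% but mean below 50%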;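 further: 0% = complete ARNT plus TACC3 wells and 100% = ARNT alone without TACC3; many hits fall short of the cut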
# PAX8 inh HTS: PAX8 transcriptional activity inhibition; AID 652154; inhibition, % at 12.6 µM; 360,000 compounds, 1.2% hits; RMG-I TPO-luciferase reporter, SteadyGlo, 24 h;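 active means mean replicate inhibition at least 60% with every replicate also reaching 60%; inconclusive means only one of the two criteria is met; inactive means mean below 60% and not all replicates reaching 60%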;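 further: luciferase light reporting Pax8 driven TPO promoter activity; plate controls were median of neutral control wells for no effect and mitoxantrone controls for full effect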
# Casp6 inh: inhibitors of human caspase-6; P55212; purified caspase-6, Z-VEID-R110 cleavage fluorescence; inhibition, % at 12.5 µM; 350,000 compounds, 0.53% hits; AID 686996;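 active means mean inhibition across replicates at least about 35%, with every replicate also reaching that limit, limit read from the data; inconclusive means only one of the two criteria met; inactive means neither criterion met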;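 further: 0% = median of neutral control wells and 100% = no fluorescence left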
# Target sequence (P55212 24-179 limits assumed): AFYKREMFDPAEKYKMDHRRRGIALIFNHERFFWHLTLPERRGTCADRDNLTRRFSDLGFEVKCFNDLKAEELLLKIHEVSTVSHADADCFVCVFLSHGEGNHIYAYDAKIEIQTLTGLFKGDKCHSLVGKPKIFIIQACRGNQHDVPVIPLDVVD
# Target sequence (P55212 194-293 limits assumed): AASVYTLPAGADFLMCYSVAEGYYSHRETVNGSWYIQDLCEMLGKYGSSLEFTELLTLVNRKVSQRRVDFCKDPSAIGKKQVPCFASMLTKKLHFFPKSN
# SIRT5 inh: blocks human SIRT5 desuccinylation of peptide; Purified SirT5, succinyl-peptide AMC, trypsin-coupled fluorescence; Q9NXA8; 330,000 compounds, 1.1% hits; inhibition, % at 15 µM; in the data active means inhibition above about 15%; inconclusive means no clear call, values can overlap the other calls
# Target sequence (Q9NXA8 whole entry, looked up): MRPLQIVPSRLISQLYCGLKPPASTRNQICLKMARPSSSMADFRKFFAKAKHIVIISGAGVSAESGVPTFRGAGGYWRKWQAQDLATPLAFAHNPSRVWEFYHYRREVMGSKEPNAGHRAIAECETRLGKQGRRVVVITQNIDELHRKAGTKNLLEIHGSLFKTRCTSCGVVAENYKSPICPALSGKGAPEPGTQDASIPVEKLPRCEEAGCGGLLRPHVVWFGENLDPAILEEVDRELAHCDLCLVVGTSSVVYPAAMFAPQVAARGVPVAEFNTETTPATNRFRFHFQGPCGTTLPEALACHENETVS
# DENV2 CPE rescue: protects cells from dengue virus 2 cytopathic effect; DENV2-infected cells, cytopathic effect rescue, plate reader; CPE inhibition, % at 9.99 µM; 350,000 compounds, 1.7% hits; in the data active means CPE inhibition above about 20%, passing the limit was not always enough; inconclusive means no clear call, values can overlap the other calls; tested in BHK-21 cells;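 further: 0% = median of neutral control wells and 100% = median of positive control wells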
# An asterisk follows results filed as active; ? = inconclusive; . = not tested or not shown; & = joins results of further samples; ! = repeats disagree.
SMILES,LGR2 antag,EWS-Fli inh,ARNT TACC3 PPI,PAX8 inh HTS,Casp6 inh,SIRT5 inh,DENV2 CPE rescue
C[C@@H]1CN([C@H](C)CO)C(=O)Cc2cc(NS(=O)(=O)c3cn(C)cn3)ccc2O[C@@H]1CN(C)Cc1ccc2c(c1)OCO2,5,4,8,-22,.,.,-3
CN(Cc1ccccc1)C(=O)CSc1n[nH]c(N)n1,-12,-3,.,6,-1,-5,6
O=C1CC(N2CCN(C/C=C/c3ccccc3)CC2)C(=O)N1CCc1ccccc1 (stereo unspecified),3,12,-4,.,0,0,9
Cc1ccc(N(CC(=O)NCCc2ccc(Cl)cc2)S(=O)(=O)c2c(C)noc2C)cc1,7,6,2,6,-2,-5,0
COc1ccc2[nH]c(=O)c(-c3nnn(-c4ccccc4)n3)cc2c1,-55,-77,-4,-94,-2,.,.
O=C(O)CCN1C(=O)c2ccc(Oc3ccc([N+](=O)[O-])cc3)cc2C1=O,7,9,-2,-18,-1,2,3
C[C@@H]1CN([C@H](C)CO)C(=O)Cc2cc(NS(C)(=O)=O)ccc2O[C@@H]1CN(C)S(=O)(=O)c1cn(C)cn1,-3,-2,-3,-39,.,.,-3
CCC(=O)c1ccc(OC(=O)c2cnccn2)cc1,19,-6,-3,3,.,-1,0
COc1ccc(CCNC(=S)N2CCC(C(=O)c3ccc(F)cc3)CC2)cc1OC,5,12,-3,-7,-5,-13,.
Cc1ccc(S(=O)(=O)CCC(=O)NCCN2C(=O)S/C(=C/c3ccc(F)cc3)C2=O)cc1,-2,-33,-7,37,-2,.,-3
COC(=O)CC1CC2(C(=O)OC)c3[nH]c4ccccc4c3CCN2C1=O (stereo unspecified),2,6,.,0,1,.,-11
Nc1nc2ccccc2[nH]1,8,-1,-34,18,-2,1,0
O=C(Nc1ccc(Oc2ccc(NC(=O)Nc3ccccc3Cl)cc2)cc1)Nc1ccccc1Cl,-15,16,-9,-26,0,0,-4
Cc1noc(C)c1NC(=O)N[C@@H]1CC[C@@H](CC(=O)Nc2ccc(-c3ccccc3)cc2)O[C@H]1CO,0,-11,-8,-7,1,-3,?
NC(=O)N/N=C\c1cc(Br)ccc1O,22,14,11,30,-2,-1,.
C(=C\c1ccc(C2[C@H]3CNC[C@@H]2N3Cc2ccccn2)cc1)/c1ccccc1 (stereo partly specified),-8&-1,59*!,.,8&-98,50*,1&-5,0&1
CCCCNS(=O)(=O)c1cccc(NC(=O)[C@H]2C[C@H](O)[C@@H](CO)O2)c1,-2,-2,.,-1,0,3,4
COCC#Cc1ccc2c(c1)O[C@@H](CN(C)S(=O)(=O)c1cccc(OC)c1)[C@H](C)CN([C@@H](C)CO)S2(=O)=O,2,7,0,22,2,0,-4
CN(C)c1ccc(CN(C(=O)c2ccc(Cl)c([N+](=O)[O-])c2)C2CCS(=O)(=O)C2)cc1 (stereo unspecified),-13,18,7,17,0,1,-2
COc1cccc(CN2CC3(C2)CN(C(=O)C2CC2)[C@@H](CO)c2[nH]c4cc(OC)ccc4c23)c1,-22,-1,.,.,1,1,-10
Cc1ccc(S(=O)(=O)N(C)C[C@@H]2Oc3ccc(NC(=O)c4ccncc4)cc3C(=O)N([C@@H](C)CO)C[C@@H]2C)cc1,19,-5,-2,-8,2,4,19
c1ccc(CNc2nc(Oc3ccncc3)c3sccc3n2)cc1,-21,4,.,-12,-32,-9,-6
Cc1ccc(-c2cc(C(=O)N3CCCc4ccccc43)no2)cc1,-64,-90,27,-114,1,0,-5
Cc1ccc(CNCc2ccc3c(c2)OCO3)cc1,-17,1,0,-18,-2,1,-1
CC(C)CNC(=O)C1C(=O)Nc2ccccc2C(=O)N1C(C)(C)C (stereo unspecified),-2,-25,.,-5,0,-3,2
CNC[C@@H]1Oc2c(NS(C)(=O)=O)cccc2C(=O)N([C@H](C)CO)C[C@@H]1C,-4,-12,-2,-14,0,0,16
COc1cccc(-c2nn(-c3ccccc3)cc2/C=C(/NC(=O)c2ccccc2)C(=O)O)c1,3,12,-1,-20,0,3,0
C[C@@H]1CN([C@H](C)CO)C(=O)c2cccc(NC(=O)Nc3ccccc3)c2O[C@H]1CN(C)C(=O)Nc1ccccc1,2,6,-3,-11,0,2,52*
N=c1n(CCCOc2ccccc2Cl)c2ccccc2n1CC(N)=O,-1,18,-13,-2,-5,0,7
O=C(/C=C/c1ccccc1)Oc1cccc2cccnc12,-6,9,47*,12,10,-3,0
COc1cccc(NC(=O)C(c2ccccc2)N2CCN(c3ccccn3)CC2)c1 (stereo unspecified),6,3,-3,18,0,-3,.
COCCCNc1oc(/C=C/c2ccccc2)nc1C#N,-104,-34,-9,-158,-3,-16,-1
CCCn1nc(NC(=O)c2ccco2)c2cc3cc(C)ccc3nc21,-38,-10,-8,10,4,0,-4
O=C(Oc1cccc(C(=S)N2CCOCC2)c1)c1cccc([N+](=O)[O-])c1,-3,3,0,4,2,4,?
CCNC(=S)NNC(=O)CSc1nc2ccccc2n1C,6,5,14,-1,6,-1,-1
CCN(CC)c1ccc(NC(=O)CCNC(=O)c2ccco2)cc1,-3,11,4,9,4,0,1
Cc1ccccc1C1N=C2Oc3ccccc3C=C2C(=O)N1 (stereo unspecified),-4,-27,.,26,0,-26,-5
O=C(Cc1cccnc1)N1CC(=O)N2[C@H](C1)[C@@H](c1ccc(C#CC3CCCCC3)cc1)[C@@H]2CO,-4,-8,.,17,.,14,-2
Cc1ccc(-c2ccc3c(c2)O[C@@H](CN(C)C(=O)C2CCC2)[C@@H](C)CN([C@H](C)CO)S3(=O)=O)cc1,1,-4,1,.,0,7,18
CC(=O)C1C(C)CC2C3CCC4CC(=O)CCC4(C)C3CCC21C (stereo unspecified),32,1,1,.,1,-2,-1
CC(Oc1ccccc1)C(=O)N1CCc2ccccc2C1 (stereo unspecified),19,-3,-2,-13,-1,-2,0
CC1CCCCN1CCCNC(=O)c1ccc2nc(N3CCCCC3)sc2c1 (stereo unspecified),-80,-81,-2,-171,-15,-2,25*
O=C(Nc1ccccc1)N1CCCCN2[C@H](CO)[C@@H](c3ccc(C#Cc4cccnc4)cc3)[C@@H]2C1,12,2,6,-22,0,1,-10
COc1cc2ccc(=O)oc2c(O[C@@H]2O[C@H](CO)[C@@H](O)[C@H](O)[C@H]2O)c1O,7&15,-2&2,-9&-3,6&9,-3&7,-34,0
CN(c1ccccc1)S(=O)(=O)c1ccc(Cl)c(C(=O)NCc2ccccc2CN2CCCC2)c1,-1,4,6,7,-2,-1,12
CC(=O)Nc1ccc(OCCOc2ccc(/C=C3\C(=N)N4N=C(C)SC4=NC3=O)cc2)cc1,3,6,1,-37,0,-3,0
Cc1ccc(OCC(=O)NNC(=O)C2CSC3(C)CCC(=O)N23)cc1 (stereo unspecified),10,0,-2,.,-1,1,-12
CCOC(=O)NC(=O)CSc1ccccn1,-9,5,-9,.,2,-3,7
C[C@H](NC(=O)C[C@@H]1C[C@H]2c3cc(NC(=O)Nc4ccc(C(F)(F)F)cc4)ccc3O[C@H]2[C@@H](CO)O1)c1ccccc1,-1,3,-5,12,0,7,3
C/C(=N/NC(N)=S)c1ccc(Br)s1,-4,16,10,30,-3,3,0
Cc1ccc(/C=N/N(C)S(=O)(=O)c2ccc(C)cc2)cc1,-32,11,16,-18,-1,-3,0
NS(=O)(=O)c1ccc(SCc2ccccc2)nc1,-9,-48,-4,-2,1,.,-1
C[C@@H]1CN([C@@H](C)CO)C(=O)c2cc(NC(=O)Cc3ccccc3)ccc2O[C@@H](C)CCCCO[C@@H]1CN(C)C(=O)Cc1ccccc1,-3,1,3,-36,0,4,-3
COc1ccc(NC(=O)CSc2nc(=O)n(CCN(C)C)c3c2CCCC3)cc1,-3,10,.,3,-4,-3,.
CCS(=O)(=O)Nc1ccc2c(c1)C(=O)N(C)C[C@@H](OC)[C@@H](C)CN(C(C)=O)[C@H](C)CO2,-8,-7,25,.,-7,-1,-6
CCNC(=O)COC(=O)/C=C/c1cccc(F)c1,4,-4,-2,8,4,1,2
O=C(C[C@H]1C=C[C@@H](NC(=O)CC2CC2)[C@H](CO)O1)NCC(F)(F)F,-7,.,3,.,6,3,-4
Cc1cc(-c2nc3cccnc3s2)ccc1NS(=O)(=O)c1cccs1,-61,-64,1,.,0,1,16
C[C@H]1CCCCO[C@H](CN(C)Cc2ccccc2)[C@@H](C)CN([C@@H](C)CO)C(=O)c2cc(NC(=O)NC3CCCCC3)ccc2O1,1,-1,-4,6,0,-2,19
COCCNS(=O)(=O)c1cc2[nH]c3c(c2cc1C)C(=O)CC(C)(C)C3,8,23,4,-6,1,-6,-3

# (listing goes on)
SMILES,LGR2 antag,EWS-Fli inh,ARNT TACC3 PPI,PAX8 inh HTS,Casp6 inh,SIRT5 inh,DENV2 CPE rescue
CCCC(=O)NC(=S)Nc1cccc(NC(=O)c2ccccc2)c1,7,7,-1,19,1,0,?
CCOc1ccccc1NC(=O)C(OC(=O)c1ccc(NC(=O)CC#N)cc1)c1ccccc1 (stereo unspecified),-10,5,-3,12,2,-15,12
COc1ccc(S(=O)(=O)N2CCC[C@H]2C(=O)N2CCC[C@H]2C(=O)NCc2ccc(F)cc2F)cc1C,1,5,.,-11,-1,2,3
COc1ccc(S(=O)(=O)Nc2ccc3c(c2)C(=O)N([C@@H](C)CO)C[C@@H](C)[C@@H](CN(C)C(=O)C2CCCCC2)OCCCC[C@H](C)O3)cc1,2,3,2,-6,0,7,-1
C[C@@H](O)C#Cc1ccc([C@@H]2[C@@H](CO)N3CCCCN(C(=O)c4ccc5c(c4)OCO5)C[C@H]23)cc1,-8,-2,1,-18,-3,-4,-8
COc1ccc(/C=N/NC(=O)c2[nH]c3ccc(C)cc3c2-c2ccccc2)c(C(=O)O)c1OC,-11,11,10,-14,3,4,-2
O=c1oc2ccccc2c(O)c1Sc1ccc(Cl)cc1,8,-8,-4,-1,12,0,1
C[C@@H]1CCCCO[C@H](CN(C)Cc2ccc(C(=O)O)cc2)[C@@H](C)CN([C@H](C)CO)C(=O)c2cc(NS(=O)(=O)c3ccccc3)ccc2O1,-9,-12,-15,4,.,.,15
CC(=O)n1cc([C@@H]2C=C(C(=O)N3CCCCCCC3)O[C@H](OCc3ccc(CO)cc3)C2)c2ccccc21,.,9,-3,5,0,2,2
CO[C@@H]1CN(C)C(=O)c2cc(NS(=O)(=O)c3ccccc3)ccc2OC[C@H](C)N(C)C[C@@H]1C,14,-1,-7,12,1,-1,6
CC(C)OCCCNc1ncc2c(n1)CC(c1cccs1)CC2=O (stereo unspecified),4,5,-10,6,0,-2,-12
Oc1cccc(/C=N/Nc2cccc3cccnc23)c1,-16,-57,6,-84,6,-1,7
CCCN1C[C@H](C)[C@@H](OC)CN(C)C(=O)c2cc(NC(=O)C3CCC3)ccc2OC[C@@H]1C,-4,-7,2,1,.,.,.
Cc1ccc(NC(=O)COC(=O)CCc2c(C)nc3ncnn3c2C)cc1,3,-16,-6,-6,-2,5,13
CCn1c(O)c(/C=C2\C=Nc3ccccc32)sc1=Nc1ccc(C)cc1,-7,2,0,.,3,1,-5
CN(C)C(CNc1ncnc2sc3c(c12)CCCCC3)c1ccco1 (stereo unspecified),-1,8,8,-18,6,0,-4
COc1ccc(-c2cnc3c(c2)C(=O)N([C@H](C)CO)C[C@H](C)[C@@H](CN(C)S(C)(=O)=O)O3)cc1,0,-6,-7,.,-1,0,-12

# 3 structures out of the list, arranged by length of the SMILES, descending:
SMILES,LGR2 antag,EWS-Fli inh,ARNT TACC3 PPI,PAX8 inh HTS,Casp6 inh,SIRT5 inh,DENV2 CPE rescue
COc1ccc(-c2cnc3c(c2)C(=O)N([C@H](C)CO)C[C@H](C)[C@@H](CN(C)S(C)(=O)=O)O3)cc1,0,-6,-7,.,-1,0,-12
Cc1ccc(NC(=O)COC(=O)CCc2c(C)nc3ncnn3c2C)cc1,3,-16,-6,-6,-2,5,13
CN(C)C(CNc1ncnc2sc3c(c12)CCCCC3)c1ccco1 (stereo unspecified),-1,8,8,-18,6,0,-4

# An unsorted share of the library; overall some 4.9% were active at least once.
